# NRP1-CendR mod: modulators of CendR peptide binding to human neuropilin-1; FAM-RPARPAR peptide binding to NRP-1, fluorescence polarization; 0.85% of 360,000 active; O14786; inhibition, % at 25 µM;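 active = inhibition or corrected inhibition above about 18%, plus a signal ratio from 0.5 to 1.5, limit read from the data, passing the limit was not always enough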; note: strong numbers were not always called active
# DNMT1 block: blocks human DNA methyltransferase DNMT1; P26358; DNMT1 molecular beacon, Hinp1I cleavage, fluorescence; inhibition (reported as % activation of signal), % at 10 µM; 0.83% of 360,000 active; AID 588458; in the data active = inhibition above about 50%
# Rpn11 inh: inhibitors of human proteasome Rpn11; O00487; human 26S proteasome, Ub4-pepOG fluorescence polarization; 20S core pre-blocked with epoxomicin; 0.59% of 360,000 active; calls only at 20 µM;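 active = inhibition at 20 µM, scaled to each plate's controls, above about 33%, limit read from the data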
# MT1-MMP act inh: blocks activation of human MT1-MMP | P50281 | HT1080 RFP-PRO-GFP cells, GFP/RFP ratio fluorescence, overnight; percent of plate control window, DMSO zero | 0.061% of 360,000 active | GFP/RFP ratio change, % at 20 µM;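 active = GFP/RFP ratio change of at least 30% with cell ATP level not reduced by more than half and red fluorescence within 50% of control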; note: strong numbers were not always called active
#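 Material: RFP-PRO-GFP reporter HT1080 cells. Dosing: single-point 20 µM compound, 1% DMSO. Controls: DMSO and RFP-L50D-GFP cell wells. Timing: cells overnight before dosing, compound overnight, 37 °C, 5% CO2. Measure: GFP/RFP fluorescence ratio.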
# STEP block: inhibitors of human striatal-enriched phosphatase STEP. P54829. recombinant STEP, OMFP fluorogenic substrate, fluorescence. 0.25% of 360,000 active. inhibition, % at 20 µM;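 active = inhibition at 20 µM, scaled per plate between control wells, above about 37%, limit read from the data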;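 note: 0% = DMSO with enzyme and substrate and 100% = substrate only without enzyme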
# Target sequence (P54829 whole entry, looked up): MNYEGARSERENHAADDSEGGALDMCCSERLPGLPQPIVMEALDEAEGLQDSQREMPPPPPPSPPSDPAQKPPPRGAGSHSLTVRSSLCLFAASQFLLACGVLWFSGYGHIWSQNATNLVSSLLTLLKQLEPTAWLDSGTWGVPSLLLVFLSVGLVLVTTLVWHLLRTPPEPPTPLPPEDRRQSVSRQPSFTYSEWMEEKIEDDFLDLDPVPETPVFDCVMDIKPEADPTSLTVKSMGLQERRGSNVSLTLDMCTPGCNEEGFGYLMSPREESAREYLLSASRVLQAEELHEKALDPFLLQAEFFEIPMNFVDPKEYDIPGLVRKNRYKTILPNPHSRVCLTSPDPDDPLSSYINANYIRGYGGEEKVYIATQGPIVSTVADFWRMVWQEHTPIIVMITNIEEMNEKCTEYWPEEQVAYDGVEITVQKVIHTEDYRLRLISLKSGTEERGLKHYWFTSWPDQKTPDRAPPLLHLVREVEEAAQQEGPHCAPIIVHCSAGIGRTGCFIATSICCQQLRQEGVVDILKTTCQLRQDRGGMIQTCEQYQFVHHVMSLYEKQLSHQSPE
#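 Assay system: isolated STEP enzyme. Buffer or medium: pH 6.0 Bis-Tris with DTT and Tween 20. Also added: fluorogenic phosphatase substrate OMFP at 25 µM final. Dosing: 20 µM, 1% DMSO. Timing: 20 min reaction, room temperature, in the dark. Measured by: fluorescence intensity, excitation 480 nm, emission 540 nm. Evaluation: normalized % inhibition.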
# SUMO1-SIM PPI: alters human SUMO1 binding to SIM partners | P63165 | inhibition, % at 20 µM | 0.33% of 360,000 active | SUMO1 binding to a labelled peptide, TR-FRET, 1 h; in the data active = inhibition above about 37%
# Target sequence (P63165 whole entry, looked up): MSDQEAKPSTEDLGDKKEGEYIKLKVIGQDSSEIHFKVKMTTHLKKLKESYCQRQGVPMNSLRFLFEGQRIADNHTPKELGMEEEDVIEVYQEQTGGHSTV
# SKN-1 block: blocks SKN-1 activity in C. elegans; C. elegans VP596 Pgst-4::GFP/RFP ratio, acrylamide-induced, 24 h; AID 624304; 0.49% of 360,000 active; inhibition, % at 21.8 µM;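 active = interference check ratio from 0.5 to 1.5 plus GFP to RFP signal ratio inhibition reaching or exceeding a fixed threshold, cut at about 30% in these data, passing the limit was not always enough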; note: some compounds called inactive have numbers as strong as hits
# NadD block: inhibitors of Staphylococcus aureus NadD | purified NadD enzyme, colorimetric absorbance read-out | inhibition, % at 20 µM | 0.78% of 360,000 active | AID 602399; in the data active = inhibition above about 26%; note: some compounds past the cut are filed as inactive
# LMPTP block: LMPTP (human) inhibition. recombinant LMPTP-A, OMFP fluorogenic substrate, fluorescence intensity. P24666. inhibition, % at 20 µM. 0.22% of 360,000 active. AID 651560;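 active = compounds that cut the enzyme signal by at least half of the control window in the single-dose screen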;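 note: plate controls were DMSO wells with enzyme plus substrate for no effect and substrate without enzyme for full effect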
# Target sequence (P24666 whole entry, looked up): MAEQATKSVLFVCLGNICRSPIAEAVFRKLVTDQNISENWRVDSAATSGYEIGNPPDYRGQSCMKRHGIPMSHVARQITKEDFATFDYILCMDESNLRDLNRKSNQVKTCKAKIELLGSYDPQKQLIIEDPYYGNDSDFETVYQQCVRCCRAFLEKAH
#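 Test system: LMPTP-A phosphatase enzyme; input: 0.625 nM LMPTP-A final; reagent: OMFP substrate, 400 µM final; compound dosing: 20 µM single dose, 3% DMSO; incubation: 50 min dark incubation at room temperature; measured by: endpoint fluorescence intensity from OMFP dephosphorylation; measure: % inhibition relative to no-enzyme and uninhibited control wells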
# Scp1 inh: blocks human Scp-1 phosphatase activity; Recombinant Scp1, phosphopeptide, malachite green phosphate absorbance; 0.88% of 340,000 active; inhibition, % at 20 µM;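 active = inhibition above about 50% at 20 µM, limit read from the data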;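 note: plate controls were DMSO wells with enzyme for no effect and wells lacking enzyme for full effect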
# Target sequence (Q9GZU7 76-261 limits assumed): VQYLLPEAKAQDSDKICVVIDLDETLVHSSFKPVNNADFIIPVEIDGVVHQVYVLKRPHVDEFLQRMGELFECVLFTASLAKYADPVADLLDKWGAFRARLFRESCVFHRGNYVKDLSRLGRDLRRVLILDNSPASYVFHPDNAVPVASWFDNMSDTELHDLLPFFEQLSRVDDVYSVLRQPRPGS
#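 assay system = SCP-1 phosphatase catalytic domain, residues 76-261 | buffer or medium = 50 mM Tris acetate pH 5.5, 0.005% Tween-20, 10 mM MgCl2 | incubation = enzyme reaction 45 min at room temperature, colour 5 min, stabilisation 30 min | signal = Phosphate-binding colour reagent, absorbance read at 630 nm | measure = % inhibition at 20 µM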
# Numbers without * were called inactive; i = inactive; nt = not tested or not shown.
# The opening five compounds (preview)
# Fields: NRP1-CendR mod | DNMT1 block | Rpn11 inh | MT1-MMP act inh | STEP block | SUMO1-SIM PPI | SKN-1 block | NadD block | LMPTP block | Scp1 inh
Cc1ccc(S(=O)(=O)NC(=O)NCc2ccc(F)cc2)cc1
→ 2 | 4 | i | -11 | 3 | 4 | 5 | 5 | 0.2 | -3
COc1cccc2c1OC1(C)CC2NC(=O)N1c1cccc(C(=O)Nc2ccc3c(c2)OCCO3)c1 (stereo not drawn)
→ 0 | -2 | i | -2 | -2 | 2 | 15 | -1 | 0.0 | -5
CCCCNc1ncnc2c1cnn2-c1ccccc1
→ 8 | 0 | i | -1 | -4 | 2 | 21 | -2 | 0.0 | -7
CCOc1ccc(NS(=O)(=O)c2ccc(C(=O)N(CC)CC(=O)NCc3cccs3)cc2)cc1
→ -2 | -17 | i | 4 | -4 | -148 | -20 | 2 | -9.6 | -12
COC(=O)C1=C(C)N(C)C(=O)NC1c1ccccc1 (stereo not drawn)
→ 5 | 2 | i | 2 | 0 | 2 | 26 | -3 | -0.6 | 6

# The listing, from the start:
# Fields: NRP1-CendR mod | DNMT1 block | Rpn11 inh | MT1-MMP act inh | STEP block | SUMO1-SIM PPI | SKN-1 block | NadD block | LMPTP block | Scp1 inh
Cc1ccc(S(=O)(=O)NC(=O)NCc2ccc(F)cc2)cc1
→ 2 | 4 | i | -11 | 3 | 4 | 5 | 5 | 0.2 | -3
COc1cccc2c1OC1(C)CC2NC(=O)N1c1cccc(C(=O)Nc2ccc3c(c2)OCCO3)c1 (stereo not drawn)
→ 0 | -2 | i | -2 | -2 | 2 | 15 | -1 | 0.0 | -5
CCCCNc1ncnc2c1cnn2-c1ccccc1
→ 8 | 0 | i | -1 | -4 | 2 | 21 | -2 | 0.0 | -7
CCOc1ccc(NS(=O)(=O)c2ccc(C(=O)N(CC)CC(=O)NCc3cccs3)cc2)cc1
→ -2 | -17 | i | 4 | -4 | -148 | -20 | 2 | -9.6 | -12
COC(=O)C1=C(C)N(C)C(=O)NC1c1ccccc1 (stereo not drawn)
→ 5 | 2 | i | 2 | 0 | 2 | 26 | -3 | -0.6 | 6
O=C(Cc1ccccc1)Nc1ncnc2c1C(c1ccccc1)c1c(ccc3ccccc13)O2 (stereo not drawn)
→ -9 | -2 | i | -8 | 0 | -3 | 2 | 32* | 3.8 | -5
CN(C)S(=O)(=O)c1cccc(C(=O)NCC(C)(C)CNC(=O)c2cccc(S(=O)(=O)N(C)C)c2)c1
→ 2 | -1 | i | -2 | 2 | 1 | -11 | -6 | -1.8 | -5
C=C1[C@@H](OC(C)=O)CC[C@]2(C)[C@@H]1C[C@@H]1C[C@H](OC(C)=O)C(C)=C([C@@H](OC(C)=O)[C@@H]2OC(C)=O)C1(C)C
→ -1 | -5 | i | 3 | 0 | 8 | 13 | 1 | 0.1 | -7
COc1ccccc1C1=CC(=O)CC(C)(C)C1=O
→ 16 | 1 | i | 1 | 2 | -22 | -7 | -4 | -1.9 | -2
O=C(NCC1CCCO1)C(=O)N/N=C/c1ccccc1C(=O)O (stereo not drawn)
→ 7 | 1 | i | -4 | -3 | -2 | -12 | -7 | 1.1 | -1

# Reformatted: three of the compounds above.
C=C1[C@@H](OC(C)=O)CC[C@]2(C)[C@@H]1C[C@@H]1C[C@H](OC(C)=O)C(C)=C([C@@H](OC(C)=O)[C@@H]2OC(C)=O)C1(C)C
  NRP1-CendR mod = -1
  DNMT1 block = -5
  Rpn11 inh = i
  MT1-MMP act inh = 3
  STEP block = 0
  SUMO1-SIM PPI = 8
  SKN-1 block = 13
  NadD block = 1
  LMPTP block = 0.1
  Scp1 inh = -7

COc1ccccc1C1=CC(=O)CC(C)(C)C1=O
  NRP1-CendR mod = 16
  DNMT1 block = 1
  Rpn11 inh = i
  MT1-MMP act inh = 1
  STEP block = 2
  SUMO1-SIM PPI = -22
  SKN-1 block = -7
  NadD block = -4
  LMPTP block = -1.9
  Scp1 inh = -2

O=C(NCC1CCCO1)C(=O)N/N=C/c1ccccc1C(=O)O (stereo not drawn)
  NRP1-CendR mod = 7
  DNMT1 block = 1
  Rpn11 inh = i
  MT1-MMP act inh = -4
  STEP block = -3
  SUMO1-SIM PPI = -2
  SKN-1 block = -12
  NadD block = -7
  LMPTP block = 1.1
  Scp1 inh = -1

# New compounds follow.
# Fields: NRP1-CendR mod | DNMT1 block | Rpn11 inh | MT1-MMP act inh | STEP block | SUMO1-SIM PPI | SKN-1 block | NadD block | LMPTP block | Scp1 inh
CCOC(=O)c1c(C)[nH]c(C(=O)N2CCc3cc(OC)c(OC)cc3C2)c1C
→ -3 | -3 | i | 0 | -3 | -2 | 11 | -4 | -0.2 | 4
CCN(CCn1cccn1)Cc1cn[nH]c1-c1ccc(OC)cc1F
→ -1 | -1 | i | -2 | -1 | 0 | -8 | -1 | -1.1 | -7
CCn1c(CNC(=O)COc2c(C)cccc2C)nnc1SCC(=O)Nc1nccs1
→ 2 | -12 | i | 2 | 2 | -1 | 14 | -3 | -2.2 | -8
N#Cc1c2n(c3c(=O)n(CC(=O)c4ccc([N+](=O)[O-])cc4)cnc13)CCCCC2
→ -2 | -5 | i | 9 | -1 | -22 | 0 | -5 | -1.4 | 0
CCCc1cc(C(=O)NNC(=S)NCC2CCCO2)cs1 (stereo not drawn)
→ 1 | 7 | i | -3 | 0 | 3 | 8 | -7 | -2.7 | -12
CC(C)(C)C(=O)C(Oc1cccc2nonc12)n1cncn1 (stereo not drawn)
→ 10 | 1 | i | 0 | 1 | -12 | 1 | 0 | -0.6 | 3
Cc1ccc(C(=O)N2CCN(c3ccc(C(F)(F)F)cn3)CC2)cc1
→ 1 | 1 | i | 4 | 0 | 3 | -17 | -4 | -0.2 | -6
Cc1cccc(NC(=S)NN(Cc2ccccc2)c2ccccc2)c1C
→ 0 | -1 | i | -4 | 4 | 2 | 22 | -1 | 0.2 | -8
COc1ccc(OCC(=O)N2CCN(C(=O)Cc3ccccc3)CC2)cc1
→ 1 | 4 | i | 1 | -1 | 1 | -7 | -2 | -1.5 | -2
COC(=O)c1sc(-c2ccccc2)cc1NC(=O)c1ccccc1
→ 6 | 5 | i | 0 | 0 | -1 | 2 | -9 | 2.7 | -5

# Next part
# Fields: NRP1-CendR mod | DNMT1 block | Rpn11 inh | MT1-MMP act inh | STEP block | SUMO1-SIM PPI | SKN-1 block | NadD block | LMPTP block | Scp1 inh
O=C(Nc1ncc([N+](=O)[O-])s1)C1CCN(S(=O)(=O)c2cnc[nH]2)CC1
→ 14 | 2 | i | -9 | -1 | -32 | 12 | 0 | -0.9 | -5
NS(=O)(=O)c1ccc(CCNC(=O)c2ccc3c(c2)OCCO3)cc1
→ -1 | -1 | i | -1 | 1 | 1 | 3 | -4 | -0.4 | -1
COC(=O)c1sccc1NC(=S)Nc1ccc(OC)cc1
→ 1 | -4 | i | -3 | -3 | -1 | -2 | -11 | -1.4 | -2
Cc1cc(NC(=O)c2ccc(F)cc2)n(C)n1
→ 6 | 1 | i | 1 | -1 | 3 | 10 | -4 | -1.1 | -10
COc1ccc(NC(=O)NCc2ccc3c(c2)OCO3)c(OC)c1
→ -2 | 6 | i | 0 | 3 | 4 | 8 | 2 | 1.0 | 4
Cc1cc(C)cc(NC(=O)N2CCC(NC(=O)c3ccc(F)cc3)CC2)c1
→ 6 | 8 | i | 0 | 2 | 0 | 24 | 2 | -0.4 | -1
CC(=O)Nc1ccc(NC(=O)C2CCCN(C(=O)c3ccc(Cl)cc3)C2)cc1 (stereo not drawn)
→ 3 | -2 | i | 1 | 0 | 1 | -4 | -4 | -0.2 | -5
CC(C)NC(=S)N/N=C/c1cccnc1
→ 37* | 0 | i | 1 | -4 | -10 | -1 | -1 | -0.9 | -8
CCc1nc2c(OCCOc3ccccc3)cccn2c1N(C=O)Cc1ccc(OC)cc1
→ -5 | -13 | i | 7 | 1 | 4 | 26 | 9 | 0.7 | nt
C/C(=N\N=C1\NC(=O)C(CC(=O)Nc2ccc(C)c(Cl)c2)S1)C(C)(C)C (stereo not drawn)
→ 5 | -5 | i | 1 | -4 | -3 | 10 | 7 | 2.0 | -7

# (list continues)
# Key to letters: A = NRP1-CendR mod; B = DNMT1 block; C = Rpn11 inh; D = MT1-MMP act inh; E = STEP block; F = SUMO1-SIM PPI; G = SKN-1 block; H = NadD block; I = LMPTP block; J = Scp1 inh
C=CCOC(=O)C1=C[C@H](c2ccc(Br)cc2)[C@@H](CCCO)[C@H](OCC)O1
  A: 6	B: 1	C: i	D: -2	E: -3	F: -4	G: 11	H: -10	I: 1.7	J: -11

CC(C)C[C@H]1CN(CCCC[C@@H]2CNC(=O)C(=O)N2CCc2ccccc2)C(=O)C(=O)N1CCc1ccccc1
  A: -12	B: nt	C: nt	D: 2	E: nt	F: 4	G: 11	H: 17	I: -0.4	J: nt

Cc1cc(C(=O)CSc2ccc3c(c2)OCCO3)c(C)n1C1CC1
  A: 4	B: -8	C: i	D: -3	E: 0	F: -4	G: 5	H: -3	I: 0.2	J: -9

O=C1c2ccccc2S(=O)(=O)N1CCOc1ccccc1
  A: -7	B: 0	C: i	D: 3	E: 1	F: -4	G: 5	H: -4	I: 0.0	J: -7

CCOc1ccccc1NC(=O)CN1CCC(NC(=O)c2ccccc2)CC1
  A: -6	B: 1	C: i	D: -1	E: -3	F: 2	G: -2	H: -2	I: -0.9	J: 3

CCN(CC)c1ncnc2c1ncn2[C@H]1CN(Cc2ccc3c(c2)OCO3)C[C@@H](CO)O1
  A: -3	B: 4	C: i	D: -1	E: 3	F: 1	G: -12	H: 2	I: 0.4	J: nt

O=C(O)c1ccccc1SCc1cn2cc(Br)ccc2n1
  A: 2	B: 3	C: i	D: 4	E: 0	F: 3	G: 6	H: 6	I: -1.2	J: -7

CC1CCN(S(=O)(=O)c2cccc(C(=O)NCc3cccs3)c2)CC1
  A: -5	B: 0	C: i	D: 4	E: -2	F: 1	G: 15	H: 1	I: 0.6	J: -4

CCOc1ccc(/C=N/NC(=O)c2ccccc2Cl)cc1CN1CC2CC(C1)c1cccc(=O)n1C2 (stereo not drawn)
  A: -23	B: -3	C: i	D: -3	E: 0	F: -5	G: 8	H: 8	I: 1.2	J: -6

CCCNC(=O)NC(=O)CSc1nc2ccccc2c(=O)n1Cc1ccncc1
  A: -11	B: 0	C: i	D: -14	E: 0	F: 0	G: -18	H: -6	I: -0.2	J: 5

Cc1ccc(C(=O)c2ccccc2C(=O)OCC(=O)NCCc2ccc(Cl)cc2Cl)cc1
  A: 9	B: -8	C: i	D: -4	E: -4	F: -2	G: -7	H: -6	I: 4.0	J: -12

COc1ccccc1OCCn1c(SCC(N)=O)nc2ccccc21
  A: -3	B: 8	C: i	D: 1	E: 8	F: 5	G: -1	H: -1	I: 1.6	J: 34
